PAD4 inh: blocks human protein arginine deiminase 4; Q9UM07; recombinant PAD4, RCA probe fluorescence polarization; inhibition, % at 6.36 µM; actives 0.41% (n = 330,000);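 active = percent inhibition above a cutoff equal to the mean of all tested compounds plus 3 SD, cut at about 15% in these data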;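 also: 0% = PAD4 with RCA probe and DMSO and 100% = probe without PAD4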
LYPLA1 counter: LYPLA1 (human) inhibition in PME1 counter-screen; AID 2174; O75608; actives 0.16% (n = 320,000); recombinant LYPLA1, FP-Rh probe fluorescence polarization; inhibition, % at 5.9 µM;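 active = inhibition above the mean of all tested compounds plus 3 SD, set per campaign, cut at about 14% in these data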;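 also: inhibitors block serine hydrolase probe labeling of LYPLA1 so polarization falls; 0% = enzyme with DMSO and 100% = wells lacking LYPLA1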
PAFAH1B3 FP inh: inhibitors of human PAFAH1B3; Q15102; recombinant PAFAH1B3, FP-rhodamine probe, fluorescence polarization; inhibition, % at 3.39 µM; actives 0.28% (n = 340,000);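 active = inhibition above the screen-wide average of all tested compounds plus 3 SD, cut at about 25% in these data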;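 also: 0% = enzyme with DMSO only and 100% = wells lacking PAFAH1B3 protein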
Target sequence (Q15102 whole entry, looked up): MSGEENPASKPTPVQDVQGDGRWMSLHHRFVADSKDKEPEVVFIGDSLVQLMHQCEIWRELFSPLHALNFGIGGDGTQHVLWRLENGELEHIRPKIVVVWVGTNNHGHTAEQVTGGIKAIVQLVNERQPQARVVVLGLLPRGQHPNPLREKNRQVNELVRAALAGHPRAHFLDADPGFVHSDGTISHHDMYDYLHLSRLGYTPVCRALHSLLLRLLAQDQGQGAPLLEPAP
GSTO1 counter: blocks human GSTO1 in RBBP9 counter-screen. actives 1.1% (n = 300,000). P78417. inhibition, % at 5.96 µM. recombinant GSTO1, activity-based probe fluorescence polarization. AID 1974;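 active = inhibition above the campaign mean inhibition plus 3 SD, cut at about 35% in these data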;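 also: 0% = GSTO1-1 with DMSO and 100% = wells lacking GSTO1-1 enzyme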
PREPL inh: human PREPL enzyme inhibition | recombinant PREPL, fluorescence polarization activity-based probe | inhibition, % at 5.96 µM | actives 0.68% (n = 320,000) | AID 2751; in the data active = inhibition above about 43%;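 also: 0% = enzyme with DMSO and 100% = wells lacking enzyme; many of its hits are not listed in these tables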
Target sequence (Q4J6C6 whole entry, looked up): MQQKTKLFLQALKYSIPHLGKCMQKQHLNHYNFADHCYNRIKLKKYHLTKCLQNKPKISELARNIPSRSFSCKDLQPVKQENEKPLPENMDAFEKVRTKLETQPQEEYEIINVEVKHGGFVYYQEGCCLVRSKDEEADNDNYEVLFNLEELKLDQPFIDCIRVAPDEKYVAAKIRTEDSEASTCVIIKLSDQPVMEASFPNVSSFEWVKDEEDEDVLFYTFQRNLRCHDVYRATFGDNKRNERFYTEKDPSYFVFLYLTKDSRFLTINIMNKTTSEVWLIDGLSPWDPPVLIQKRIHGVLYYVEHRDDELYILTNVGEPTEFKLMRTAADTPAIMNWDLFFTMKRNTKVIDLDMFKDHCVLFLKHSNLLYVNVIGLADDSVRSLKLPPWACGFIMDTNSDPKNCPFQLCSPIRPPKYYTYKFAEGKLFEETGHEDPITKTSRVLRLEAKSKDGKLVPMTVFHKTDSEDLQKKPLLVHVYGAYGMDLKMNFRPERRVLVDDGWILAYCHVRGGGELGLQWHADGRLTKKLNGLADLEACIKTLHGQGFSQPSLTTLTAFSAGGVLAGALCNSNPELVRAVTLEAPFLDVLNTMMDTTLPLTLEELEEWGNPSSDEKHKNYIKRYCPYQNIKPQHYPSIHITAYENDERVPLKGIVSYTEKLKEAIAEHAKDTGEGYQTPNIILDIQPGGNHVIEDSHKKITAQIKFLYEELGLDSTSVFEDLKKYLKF
PAFAH1B2 FP inh: blocks human PAF acetylhydrolase 1b catalytic subunit 2. inhibition, % at 3.39 µM. actives 1.2% (n = 340,000). recombinant PAFAH1B2, FP-rhodamine activity probe, fluorescence polarization. P68402;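 active = inhibition above the mean of all tested compounds plus 3 SD, cut at about 24% in these data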;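 also: 0% = enzyme with DMSO and 100% = wells lacking PAFAH1B2; many of its hits are not listed in these tables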
PAFAH2 inh: PAFAH2 (human) inhibition; Q99487; recombinant PAFAH2, FP-rhodamine activity probe, fluorescence polarization; inhibition, % at 3.39 µM; actives 0.99% (n = 340,000);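 active = inhibition above the mean over all tested compounds plus 3 SD, cut at about 30% in these data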;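 also: inhibitors block probe labeling of enzyme so polarization drops; 0% = enzyme with DMSO and 100% = wells lacking PAFAH2 protein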
pPAFAH inh: pPAFAH (human) enzyme inhibition; inhibition, % at 3.39 µM; Q13093; AID 463082; recombinant pPAFAH, FP-rhodamine probe fluorescence polarization; actives 1.5% (n = 330,000);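 active = inhibition above the mean inhibition across the screen plus 3 SD, cut at about 25% in these data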;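 also: inhibitors block binding of the rhodamine activity-based probe so polarization drops; 0% = enzyme with DMSO and 100% = wells lacking pPAFAH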
LYPLA2 inh: LYPLA2 (human) inhibition in PME1 counter-screen | inhibition, % at 5.9 µM | O95372 | recombinant LYPLA2, FP-Rh probe fluorescence polarization | actives 0.38% (n = 320,000);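 active = inhibition above the screen-wide mean plus 3 SD, limit set per campaign, cut at about 26% in these data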;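 also: 0% = LYPLA2 with DMSO and 100% = wells lacking LYPLA2 enzyme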
The depositor's hits bear a star; nt = not tested or not shown. The list is partial; the hit share may differ from the screen's.

cpd	Structure	PAD4 inh	LYPLA1 counter	PAFAH1B3 FP inh	GSTO1 counter	PREPL inh	PAFAH1B2 FP inh	PAFAH2 inh	pPAFAH inh	LYPLA2 inh
1	Cc1ccc(/C=C2/N=C(c3ccccc3)NNC2=O)cc1	-5	0	nt	12	5	nt	nt	4	0
2	O=C(O)CSCC(=O)Nc1ccc(S(=O)(=O)N2CCCCC2)cc1	2	3	0	0	4	6	-10	-2	-1
3	COC(=O)C1=C(C)N(C)C(=O)NC1c1ccc([N+](=O)[O-])o1 (stereo unspecified)	0	-3	1	-3	-6	6	2	2	-10
4	CNc1nc(NCc2ccccc2)c2ccccc2n1	-1	4	7	3	-31	6	-1	5	2
5	Cc1cccc(NS(=O)(=O)c2ccc(Oc3ccccc3)cc2)n1	0	3	1	4	11	2	1	9	4
6	COc1ccc(CNC(=O)CSCc2c(F)cccc2Cl)cc1	3	-2	-1	-3	-8	7	-2	1	-7
7	COC(=O)c1ccccc1S(=O)(=O)N1CCC(C(=O)NC2=NCCS2)CC1	1	-1	5	nt	1	3	4	-1	-5
8	CCOc1ccc(-c2cn[nH]c2N)cc1	-5	-3	-2	-5	15	-2	1	8	-1
9	CC1CCN(CC(=O)N2CCN(c3ccccc3)CC2)CC1	-2	0	4	-8	4	5	-7	4	-2
10	Cc1cccc(OCC(=O)N=Nc2c(O)[nH]c3ccc([N+](=O)[O-])cc23)c1	-3	-3	nt	20	18	nt	nt	7	-4
11	Cc1cccnc1NC(=O)Cn1c(=O)oc2ccccc21	1	6	-10	-1	15	-2	1	7	7
12	Oc1ccccc1-n1c(-c2ccccc2)ccc1-c1ccccc1	4	1	6	3	6	-3	2	8	8
13	CCC(Oc1ccccc1)C(=O)Nc1cc(C)on1 (stereo unspecified)	4	0	-3	6	-1	2	2	6	0
14	CCOc1ccc(CNC2CCCCCCC2)cc1OC	0	-1	6	7	-4	4	7	3	-4
15	CCN(C(=O)CSc1ncn[nH]1)c1c(N)n(Cc2ccccc2)c(=O)[nH]c1=O	-2	-2	4	4	-4	3	7	1	3
16	COCCNc1nc(C(C)(C)C)nc2c1nnn2Cc1ccccc1Cl	-3	4	7	4	2	-2	11	6	3
17	COC(=O)c1ccc(CSc2ccc3nnc(-c4cccc(F)c4)n3n2)o1	-2	-1	7	-4	-15	0	13	0	5
18	Cc1ccc2sc(N(CCCN(C)C)C(=O)c3ccc(S(=O)(=O)N4CCCCCC4)cc3)nc2c1C	1	-2	-12	1	16	2	-6	3	-3
19	Cc1cccc(NS(=O)(=O)c2coc(C(N)=O)c2)c1C	-1	3	2	6	11	-5	-10	5	0
20	COc1ccc(N=C2C(=O)N3c4c(cccc42)C(C)=CC3(C)C)cc1	4	0	3	11	0	8	0	0	6
21	OCCC1CN(CCCc2ccccc2)CCN1Cc1ccccc1 (stereo unspecified)	7	-2	2	-2	7	6	0	0	-2
22	COCCN1C(=O)N[C@@H](c2cccs2)C(C(=O)OC)=C1C	-1	1	10	0	3	3	1	-1	3
23	O=C(Nc1nc2ccc(S(=O)(=O)N3CCCC3)cc2s1)C1CCCCC1	6	-6	8	-11	-4	14	9	4	-1
24	Cc1cc2ncn(-c3ncnc4sc5c(c34)CCC(C)C5)c2cc1C (stereo unspecified)	-4	0	4	-12	13	2	5	-1	-6
25	CC(C)(C)C(=O)NC(=S)Nc1ccccc1C(=O)Nc1ccccc1	3	-1	1	9	6	6	2	4	-1
26	O=C(COC(=O)C1(c2ccccc2F)CCCC1)NCc1ccc2c(c1)OCO2	1	0	4	-13	3	13	6	3	3
27	COC(=O)[C@H](Cc1ccccc1)N(C)S(=O)(=O)c1cccc(S(=O)(=O)N(C)[C@@H](Cc2ccccc2)C(=O)OC)c1	-1	-4	-2	-5	17	1	3	1	-3
28	CCc1c(C)nc2ncnn2c1NCCc1ccccc1	2	6	2	-3	10	2	0	2	10
29	Cc1nn(-c2ccccn2)c2c1C(c1c(F)cccc1Cl)C1=C(N2)c2ccccc2C1=O (stereo unspecified)	7	2	nt	1	5	nt	nt	3	4
30	COc1ccc(NC(=S)N2CCC(N(C)CCN3CCOCC3)CC2)cc1Cl	-1	1	-1	5	1	5	9	1	-3

(more compounds)
Values run as follows: PAD4 inh, LYPLA1 counter, PAFAH1B3 FP inh, GSTO1 counter, PREPL inh, PAFAH1B2 FP inh, PAFAH2 inh, pPAFAH inh, LYPLA2 inh
31: C[C@@H]1CCC[C@@]2(O[C@H](CCO)C[C@@H](O)[C@@H]2O)O1
 : -4, 4, 10, 4, 4, 2, 3, 0, -6
32: CCOC(=O)C1CCCN(C2=NC(=O)/C(=C/c3ccc(OC)cc3)S2)C1 (stereo unspecified)
 : -1, 0, 6, -13, 0, 2, -9, 1, 2
33: Cc1cccc(CNc2ncnc3ccc(-c4ccc5c(c4)OCO5)cc23)c1
 : 1, nt, 3, nt, 29, 5, -2, 5, nt
34: CC(=O)Nc1nc(S(=O)(=O)c2ccc(C)cc2)c(Cl)s1
 : 2, 0, -5, 10, 11, 1, -4, -3, 2
35: Cn1nnnc1SCC(=O)N1c2ccccc2CCc2ccccc21
 : 4, 2, 0, 6, 7, 8, -1, 0, 2
36: Cc1ccc(Cn2c(N3CCN(C)CC3)nc3c2c(=O)[nH]c(=O)n3C)cc1
 : -9, 1, 4, 1, 7, 6, 1, -1, 0
37: O=C(CSCc1n[nH]c(=O)[nH]1)NCCOc1cccc(Oc2ccccc2)c1
 : -3, 1, 7, 7, 1, 7, 0, 36*, 2
38: CCOC(=O)C[n+]1c(C)sc2ccc(OC)cc21
 : 18*, -4, -9, 5, -6, 4, 0, 5, 2
39: CC(=O)NNC(=O)CC(=O)Nc1nc(C23CC4CC(CC(C4)C2)C3)cs1
 : 3, -7, -18, 1, 5, 14, -2, -3, -15
40: COc1ccc(N2CCN(CCCNC(=O)Cn3c(=O)c4cccn4c4ccccc43)CC2)cc1
 : -3, 2, 2, 3, -2, 4, 2, 3, 14

Of the compounds above, 2 have a thiophene ring, fused or not.
Values run as follows: PAD4 inh, LYPLA1 counter, PAFAH1B3 FP inh, GSTO1 counter, PREPL inh, PAFAH1B2 FP inh, PAFAH2 inh, pPAFAH inh, LYPLA2 inh
22: COCCN1C(=O)N[C@@H](c2cccs2)C(C(=O)OC)=C1C
 : -1, 1, 10, 0, 3, 3, 1, -1, 3
24: Cc1cc2ncn(-c3ncnc4sc5c(c34)CCC(C)C5)c2cc1C (stereo unspecified)
 : -4, 0, 4, -12, 13, 2, 5, -1, -6

(next part)
Values run as follows: PAD4 inh, LYPLA1 counter, PAFAH1B3 FP inh, GSTO1 counter, PREPL inh, PAFAH1B2 FP inh, PAFAH2 inh, pPAFAH inh, LYPLA2 inh
41: CCN1CC(CN(C)Cc2nc(-c3ccc(C(F)(F)F)cc3)oc2C)CC1=O (stereo unspecified)
 : -6, 1, 6, 7, 16, 3, 4, 30*, 8
42: CCN(CC)S(=O)(=O)c1ccc(Cl)c(NC(=O)COC(=O)C2CCCCC2)c1
 : -7, -1, 3, nt, 1, 7, 46*, 8, 6
43: Cc1ccccc1-c1nc(CN2CCC(C(=O)NC3CC3)CC2)c(C)o1
 : -1, -1, -2, 1, 10, 0, -3, 8, 6
44: O=C(Nc1cccc(S(=O)(=O)N2CCOCC2)c1)C1CCCC1
 : -2, -1, 3, nt, 12, 0, -10, 0, 11
45: Cc1cc(C)n(CC(C)NC(=O)c2cc(COc3c(F)cccc3F)on2)n1 (stereo unspecified)
 : -2, 0, 12, 0, -3, 3, 5, 4, 4
46: c1ccc2c(C3CCO3)cccc2c1 (stereo unspecified)
 : 0, -3, 7, nt, -18, 1, 1, 0, -4
47: Cc1cccn2c(=O)nc(SCC(=O)N3CCOCC3)nc12
 : -1, 2, 8, 6, -3, 2, -2, 2, -1
48: Cc1ccc2cc(NC(=O)Cc3ccccc3)ccc2n1
 : -5, -4, nt, 6, 12, nt, nt, 1, 0
49: O=C(Cn1ccc(NC(=O)OCc2ccccc2)nc1=O)NCC1CCCO1 (stereo unspecified)
 : -6, 5, 0, nt, 5, 1, -5, 0, -1
50: O=C(c1ccc2c(=O)n3c(nc2c1)CCCCC3)N1CCN(c2ccc(Cl)cc2)CC1
 : 2, -1, -4, 4, 16, 4, -2, 5, 1
51: COCCN(CC(=O)Nc1cccc(C)c1C)C(=O)Cc1cccs1
 : -2, 0, -1, nt, 1, 8, 1, 6, -9
52: CC(=O)NNC(=O)c1sc(=S)n(C)c1C
 : 3, 1, 3, -7, 13, 0, 0, 0, 1
53: O=C(CN1CCCCCC1)Nc1ccc(Br)cc1
 : -5, -2, 6, -1, 5, 5, -7, 1, 0
54: COc1ccc(NC(=O)CSc2nnc(-c3cccs3)n2N)cc1S(N)(=O)=O
 : -2, nt, 9, nt, 16, -1, 2, 0, nt
55: Cc1ccnc2nc(C(=O)OCC(=O)c3ccc(Cl)cc3)nn12
 : -4, -2, 6, nt, 5, 4, -1, 2, -3
56: O=C(O)CCc1ccc(-c2ccc(Br)cc2)o1
 : -2, 3, 5, 17, 5, 4, -12, -2, -1
57: Cc1cccnc1NC(=S)Nc1ncccc1C
 : 2, -3, 6, -5, -1, 8, 7, 4, -4
58: CCC(=O)Nc1c(C)cc(C)cc1Cl
 : -4, -2, 4, 12, 6, 2, 2, 1, 5

Structures shown so far that contain bromine, in the order listed:
Values run as follows: PAD4 inh, LYPLA1 counter, PAFAH1B3 FP inh, GSTO1 counter, PREPL inh, PAFAH1B2 FP inh, PAFAH2 inh, pPAFAH inh, LYPLA2 inh
53: O=C(CN1CCCCCC1)Nc1ccc(Br)cc1
 : -5, -2, 6, -1, 5, 5, -7, 1, 0
56: O=C(O)CCc1ccc(-c2ccc(Br)cc2)o1
 : -2, 3, 5, 17, 5, 4, -12, -2, -1

High-throughput results from PubChem.
